Assay outcomes: PubChem, The Scripps Research Institute Molecular Screening Center
PLC-gamma1 inh: blocks human PLC-gamma1 enzyme activity; inhibition, % at 12.2 µM; P19174; 0.84% of 370,000 active; purified PLC-gamma1, fluorogenic substrate, fluorescence; AID 720700; in the data active = inhibition above about 9.5%
DDE Tn6 FP inh: DD(E)-Tn6 binding inhibition, primary FP screen; inhibition, % at 8.3 µM; 0.21% of 370,000 active; AID 720509; Fibrin DD(E) TRITC-Tn6 fluorescence polarization displacement;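 active = inhibition above a per-campaign cutoff: mean of compounds within control limits plus 3 SD, cut at about 15% in these data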;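 also: 0% = median of all compound wells on the plate and 100% = blocking peptide control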
ARFGAP1 inh: inhibits rat ARF GTPase activating protein 1; Q62848; Arfgap1-stimulated ARF1 GTP hydrolysis, GDP FP detection; inhibition, % at 16.5 µM; 0.26% of 360,000 active; AID 651572;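 active = inhibition above a per-plate limit, mean inhibition of low control wells plus 3 SD, cut at about 25% in these data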;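 also: 0% = DMSO wells with enzyme and 100% = wells lacking Arfgap1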
Target sequence (Q62848 1-136 limits assumed): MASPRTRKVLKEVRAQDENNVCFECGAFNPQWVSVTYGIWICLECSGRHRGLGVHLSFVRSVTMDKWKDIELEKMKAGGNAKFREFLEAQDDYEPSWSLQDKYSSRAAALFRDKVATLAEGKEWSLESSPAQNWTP
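Replicates: Single well per compound | Assay system: Truncated rat Arfgap1 GAP domain | Control set: No-Arfgap1 wells (100%) versus DMSO full-reaction wells (0%) | Times: Enzyme reaction 120 min at 25 °C after 20 min preincubation | Reagent: Human ARF1(Δ1-17)-GTP substrate | Measured by: Tracer-displacement fluorescence polarization with EDTA stop, 620/688 nm | Measure: Percent inhibition of Arfgap1-stimulated GTP hydrolysis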
PLCb3 inh: inhibitors of human phospholipase C beta3; Purified PLC-beta3, fluorogenic substrate, fluorescence; inhibition, % at 12.2 µM; 0.18% of 370,000 active; AID 720704; in the data active = inhibition above about 11%;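 also: 0% = median of compound wells on plate and 100% = full blocker control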
ADAM10 inh: ADAM10 inhibition, QFRET primary screen; inhibition, % at 7 µM; O14672; 0.62% of 370,000 active; recombinant ADAM10, EDANS/DABCYL FRET peptide cleavage, 3 h;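 active = inhibition above a per-campaign cutoff equal to the mean of compounds falling between control-based bounds plus 3 SD, cut at about 20% in these data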;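 also: 0% = DMSO wells while the 100% control is not disclosed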
SIAE primary: blocks human sialic acid acetylesterase; Q9HAT2; SIAE FP-Rh probe binding, fluorescence polarization; inhibition, % at 9.66 µM; 0.69% of 370,000 active;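 active = inhibition above a cutoff: mean of compounds within the control limits plus 3 SD of those, cut at about 17% in these data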;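 also: 0% = plate median of compound wells and 100% = probe without SIAE protein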
DDE Tn7 FP inh: disrupts Tn7 cyclic peptide binding to fibrin D-Dimer-E complex; 0.13% of 370,000 active; AID 720508; inhibition, % at 8.3 µM; FP displacement of FITC-Tn7 peptide from fibrin DD(E); 0% = median of compound wells per plate;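 active = inhibition above the mean of compounds falling within the control limits plus 3 SD of them, cut at about 14% in these data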;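 also: 0% = plate median of compound wells and 100% = 10 µM Aha-Tn7 peptide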
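system = human fibrin DD(E) protein | quantity = DD(E) 2 µM final | medium = Tris/NaCl/CaCl2 buffer, pH 7.8 | also added = labelled Tn7 tracer, 0.1 µM | compound dosing = single point at 8.3 µM | timing = compound with protein 10 min, then 3 h after probe, room temperature | signal = FP measurement | benchmarks = Aha-Tn7 high control | repeats = one replicate per compound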
ASAP1 inh: ASAP1 ArfGAP inhibition. 0.19% of 360,000 active. AID 624377. inhibition, % at 16.5 µM. ASAP1-stimulated ARF1 GTP hydrolysis, GDP FP detection; in the data active = inhibition above about 25%;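 also: 0% = vehicle with enzyme and substrate and 100% = no enzyme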
ADAM17 inh: inhibitors of human ADAM17. inhibition, % at 6.95 µM. recombinant ADAM17, EDANS/DABCYL FRET peptide cleavage. AID 720648. 0.83% of 370,000 active;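 active = inhibition above the mean of compounds lying between control limits plus 3 SD, set per campaign, cut at about 8.5% in these data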;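 also: 0% = DMSO-only wells as the low control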
Target sequence (P78536 215-824 limits assumed): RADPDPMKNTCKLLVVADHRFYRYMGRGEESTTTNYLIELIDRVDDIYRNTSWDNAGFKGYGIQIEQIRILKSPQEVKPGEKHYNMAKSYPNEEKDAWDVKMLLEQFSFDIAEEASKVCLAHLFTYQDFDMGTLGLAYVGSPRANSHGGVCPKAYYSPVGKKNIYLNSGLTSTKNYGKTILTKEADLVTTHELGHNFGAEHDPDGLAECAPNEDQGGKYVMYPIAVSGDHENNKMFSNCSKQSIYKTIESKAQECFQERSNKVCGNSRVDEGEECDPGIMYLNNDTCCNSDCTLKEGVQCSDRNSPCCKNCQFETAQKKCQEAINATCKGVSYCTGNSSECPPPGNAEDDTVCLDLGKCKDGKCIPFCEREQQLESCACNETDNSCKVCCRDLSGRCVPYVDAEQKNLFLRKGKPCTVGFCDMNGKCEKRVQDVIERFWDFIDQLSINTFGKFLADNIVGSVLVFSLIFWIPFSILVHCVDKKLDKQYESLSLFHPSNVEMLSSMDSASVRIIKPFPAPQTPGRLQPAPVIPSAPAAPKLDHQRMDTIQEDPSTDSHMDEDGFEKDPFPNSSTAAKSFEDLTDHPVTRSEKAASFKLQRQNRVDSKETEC
TDP2 absorb: TDP2 (human) inhibition, absorbance primary screen | recombinant TDP2, T5PNP hydrolysis, p-nitrophenol absorbance 415 nm | O95551 | inhibition, % at 12.8 µM | 0.34% of 370,000 active;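 active = inhibition above the mean of all tested compounds plus 3 SD, set per campaign, cut at about 25% in these data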;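 also: 0% = DMSO with enzyme and 100% = buffer with substrate but no TDP2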
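System: recombinant human TDP2 / Amount: 120 nM TDP2 per well / Also added: 5 mM T5PNP chromogenic substrate / Doses: 12.8 µM single point, 1% DMSO / Incubation: 2 h at 37 °C / Detection: p-Nitrophenol epi absorbance / Evaluation: % inhibition relative to enzyme-containing and enzyme-free wells / Repeats: singlicate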
Starred values were filed as active, the others as inactive; . = not tested or not shown. This is a random part of the collection. Share with any hit: about 3.6%.

SMILES	PLC-gamma1 inh	DDE Tn6 FP inh	ARFGAP1 inh	PLCb3 inh	ADAM10 inh	SIAE primary	DDE Tn7 FP inh	ASAP1 inh	ADAM17 inh	TDP2 absorb
CCOc1ccc(-c2nnc(NC(=O)c3ccc(OCC(C)C)c(OC)c3)o2)cc1	7	-2	-3	7	11	-1	-2	13	6	-14
CN(C)CC(O)COc1ccc(C(C)(C)c2ccc(OCC(O)CN(C)C)cc2)cc1 (stereo not drawn)	3	-4	0	4	2	5	-3	4	0	-14
O=C(NC(=S)Nc1c(Cl)ccc2nsnc12)c1ccccc1F	-9	4	-8	-16	-16	4	-4	-2	5	-2
COc1ccc(NC(=O)c2cccc3c(-c4ccc(OC)cc4C)coc23)cc1	-1	10	7	2	1	-11	-5	-10	7	-9
CC(=O)Nc1ccc(C2=CC(=O)C[C@H](c3ccc(Cl)cc3)C2)cc1	-20	5	5	-37	-45	0	1	4	-15	6
CCN(C(=O)c1cccs1)c1nc(-c2ccc(OC)cc2)cs1	-1	-4	4	-2	-5	-4	4	-3	-3	6
CCCCCC(=O)N1C[C@H](n2cc(C3CC3)nn2)[C@@H](O)C[C@@H]1c1ccc(C)cc1	-3	1	8	3	-1	-10	-8	-7	-3	7
COc1ccc(C2=NN(CN3C(=O)C(=O)c4ccccc43)C(c3cccc([N+](=O)[O-])c3)C2)cc1 (stereo not drawn)	-2	3	1	-7	3	2	-7	13	4	-4
O=C(COc1ccccc1Cl)N1CCCC1	1	3	-5	1	3	-3	-2	-5	-2	7
CCn1c(P(C)(=O)O)nc2cc(NC(=O)c3ccccc3Cl)ccc21	-1	-3	6	2	-9	-5	-3	4	-5	2
CCOC(=O)c1cccc(NC(=O)Cn2c(CC(=O)NC)nc3ccccc32)c1	-8	-3	0	-10	2	7	0	-17	-2	-3
CCCCC(CC)CNC(=O)C(=O)C1C(=O)Nc2ccccc21 (stereo not drawn)	-1	5	-1	-5	-5	4	4	6	3	-11
COc1cccc(NC(=O)CN(C)C(C)C(=O)N2CCCCC2)c1 (stereo not drawn)	7	-1	11	1	-5	0	3	6	-9	3
COc1ccc(CCN2CC(=O)NC(=O)C2)cc1OC	-5	-1	-11	-8	-21	5	-3	1	-8	8
COc1cc(F)c(C2=CC(=O)C[C@H](c3ccc(Cl)cc3)C2)cc1F	6	-4	-13	4	5	-16	-8	-1	8	-13
C/C(CC(=O)Nc1ccc2c(c1)OCCO2)=N\NC(=O)c1cccc(O)c1	3	1	5	-2	6	0	-2	-6	2	-2
O=C(Nc1ccc2nc(-c3cccs3)c(-c3cccs3)nc2c1)NC1CC1	-188	0	-1	-257	-127	-38	-2	12	-38	-6
COc1ccc(-c2cn(CCO)nc2-c2ccc(OC)cc2)cc1	4	-1	14	-4	5	0	-2	17	1	-3
c1coc(CNC2CCCCCCC2)c1	3	-6	5	1	3	-4	11	-6	-1	10
Cc1ccc2c(=O)cc(C(=O)NC3CCS(=O)(=O)C3)oc2c1C (stereo not drawn)	-10	-6	-2	-17	-2	-6	4	-7	0	-4
O=C(Nc1cccc([N+](=O)[O-])c1)NC1CCCCCCC1	2	-6	11	0	4	3	-1	8	2	0
COc1cc(NC(=O)CN2C(=O)C(=O)N(CC(C)C)C2=O)cc(OC)c1	4	1	13	-5	-18	8	-6	-1	0	-7
S=c1[nH]nc(-c2ccccn2)n1/N=C/c1c(Cl)cccc1Cl	-1	-9	8	-11	0	7	-1	-1	-3	3
c1ccc(-c2nnc(OCCN3CCOCC3)c3ccccc23)cc1	-2	3	7	-3	-11	6	0	-4	-5	7
CCOC(=O)N1CCN(C(=O)c2ccc(NC(=O)c3ccc(C)cc3)cc2)CC1	-1	-2	11	-2	-3	-1	-5	3	-4	0
COC(=O)C[C@@H]1CC[C@@H]2[C@@H](COc3ccc(NC(=O)Nc4cccc(Cl)c4)cc3C(=O)N2C)O1	2	0	.	0	5	3	-2	.	2	5
O=C(Nc1cccnc1)c1ccc(Cl)c(Cl)c1	3	7	0	-6	-1	-1	2	-2	0	-15
CC(C)(Cc1nc2ccccc2[nH]1)C(=O)O	0	-9	7	-1	2	-1	-6	12	-5	9
Cc1ccc(-n2c(C)cc(/C=N/Nc3ccc([N+](=O)[O-])cn3)c2C)c(C)c1	-3	0	-4	-3	12	7	0	-8	2	-3
O=C(Nc1ccc(S(=O)(=O)Nc2ccccc2)cc1)C1CC1	1	-7	7	1	-3	-7	-8	2	0	-12
COc1ccc(OCC(=O)Nc2cccc(-c3nc4ccccc4o3)c2)cc1	-6	6	-4	-6	-9	-3	0	8	-9	4
COc1cc(/C=C2/SC(=S)N(CC(=O)Nc3cccnc3)C2=O)cc(OC)c1OC	-6	-2	2	-11	-7	4	-1	4	-4	15
Cc1nc2ccccc2n1CCCOc1ccccc1	1	5	6	0	2	-1	1	-1	-4	5
COc1ccc(Nc2nc3ccccc3n3nnnc23)cc1	-2	9	-9	-3	0	-3	-2	-4	-1	-5
COc1ccc(S(=O)(=O)N(C)CC(=O)Nc2c(F)cccc2F)cc1	5	6	-1	7	-1	1	-1	7	0	-18
CCC(C)NC(=S)N1CCN(C)CC1 (stereo not drawn)	1	4	6	4	-2	-2	-5	1	-3	10
CC(O)Cn1cnc2c1c(=O)n(C)c(=O)n2C (stereo not drawn)	-1	6	-5	-2	-11	0	4	1	-5	-8
Cc1cccc(-n2ncc3c2CCCC3NC(=O)CN2CCOC2=O)c1C (stereo not drawn)	-3	-6	1	-9	5	4	1	4	-3	-10
CCc1ccccc1NC(=O)Cc1cn(C)c2ccccc12	1	1	-9	5	-1	-4	-6	5	1	-8
CN1CCN(S(=O)(=O)c2ccc(=O)[nH]c2)CC1	3	11	11	3	3	0	1	-11	4	6
Cc1nnc(NC(=O)CSc2nc(C(C)C)nc3ccccc23)s1	7	-3	1	5	-3	-9	-8	6	1	3
CC1C(=O)N(Cc2ccccc2)c2ccccc2N1C(=O)c1ccccc1 (stereo not drawn)	0	-5	-5	0	-5	11	2	4	0	0
COc1ccc(N=C2CCCN2CC(N)=O)cc1	-1	3	2	1	0	0	-9	15	-3	5
CC1CC(C)CN(C(=O)c2ccc3c(c2)OCCO3)C1 (stereo not drawn)	5	-37	7	-4	-14	2	-165	-2	-4	3
CCCC(=O)Nc1nnc(SCC(=O)Nc2ccc(OCC)cc2)s1	4	4	5	2	3	1	-1	13	-1	-1
CCOC(=O)c1ccc(NC(=O)N2CC(C)OC(C)C2)cc1 (stereo not drawn)	0	-3	-3	3	2	-4	2	8	0	-4
Cc1ccc(C)c(S(=O)(=O)Nc2nc(C)c(C(=O)Nc3ccccc3)s2)c1	-2	6	-1	1	10	-14	3	6	-4	0
O=C(CSc1nnc(-c2ccccn2)n1-c1ccccc1)c1ccc2c(c1)OCO2	2	2	.	4	2	-1	0	.	2	3
CCCC(=O)Nc1cc(C(F)(F)F)ccc1N1CCOCC1	2	1	6	-3	4	-2	0	-6	1	3
O=C(Nc1ccsc1C(=O)O)c1ccccc1Cl	2	-1	8	-38	-1	1	1	6	3	12
CCOc1cc(N2CCOCC2)c(OCC)cc1NC(=O)c1ccc(OC)c(S(=O)(=O)N2CCOCC2)c1	0	8	-6	0	-9	6	-1	11	-2	7
C/C(=C\c1ccccc1)C(=O)NCCc1ccccc1	0	-3	-4	3	-1	0	0	1	-1	0
Cc1nc2ccc(S(=O)(=O)NC(C(=O)NC3CCCC3)C(C)C)cc2s1 (stereo not drawn)	0	4	4	1	-9	1	2	5	-1	2
CC1(C(=O)NC2CCCCCCC2)CC1(Cl)Cl (stereo not drawn)	4	-11	15	2	0	1	-8	-4	-1	-12
COc1ccc(S(=O)(=O)NCCc2cn3cccc(C)c3n2)cc1OC	-2	4	2	2	-5	9	-2	4	1	7
O=C(Cn1nnc(-c2ccccc2)n1)NNC(=O)c1ccco1	2	-4	0	-5	-5	2	0	-8	-5	1
CCC(C)Nc1nc2c(c(=O)n(C)c(=O)n2C)n1Cc1ccc(Cl)cc1 (stereo not drawn)	2	6	-1	5	4	3	-5	-3	2	7
COc1ccccc1NC(=S)NC1CCC(CC2CCC(NC(=S)Nc3ccccc3OC)CC2)CC1 (stereo not drawn)	-1	0	1	-2	-1	-8	-7	0	-1	-3
Cc1ccc(NS(=O)(=O)c2ccc(-c3csc(C)n3)s2)c(C)c1	0	2	-17	-2	9	-6	6	4	1	-7
COc1ccccc1NC(=O)CN(c1ccc([N+](=O)[O-])cc1)S(=O)(=O)c1ccccc1	3	8	13	4	6	-2	-3	1	3	3

Results in TDP2 absorb (3 entries from above):
| Structure | TDP2 absorb |
| --- | --- |
| COc1ccc(S(=O)(=O)NCCc2cn3cccc(C)c3n2)cc1OC | 7 |
| O=C(Cn1nnc(-c2ccccc2)n1)NNC(=O)c1ccco1 | 1 |
| CCC(C)Nc1nc2c(c(=O)n(C)c(=O)n2C)n1Cc1ccc(Cl)cc1 (stereo not drawn) | 7 |

One compound at a time (already shown). Values in the order: PLC-gamma1 inh | DDE Tn6 FP inh | ARFGAP1 inh | PLCb3 inh | ADAM10 inh | SIAE primary | DDE Tn7 FP inh | ASAP1 inh | ADAM17 inh | TDP2 absorb
Cc1nc2ccc(S(=O)(=O)NC(C(=O)NC3CCCC3)C(C)C)cc2s1 (stereo not drawn) as listed: 0 | 4 | 4 | 1 | -9 | 1 | 2 | 5 | -1 | 2
Cc1nnc(NC(=O)CSc2nc(C(C)C)nc3ccccc23)s1 as listed: 7 | -3 | 1 | 5 | -3 | -9 | -8 | 6 | 1 | 3

The list goes on:
SMILES	PLC-gamma1 inh	DDE Tn6 FP inh	ARFGAP1 inh	PLCb3 inh	ADAM10 inh	SIAE primary	DDE Tn7 FP inh	ASAP1 inh	ADAM17 inh	TDP2 absorb
Cc1cccc[n+]1CC(=O)Nc1cccc([N+](=O)[O-])c1	3	-5	4	6	6	4	-4	-5	1	-10
Cc1nc2cc(Cc3ccccc3)ccc2o1	-2	3	-12	1	-2	10	2	16	-2	4
COc1ccccc1CNC(=O)CCS(=O)(=O)c1cccs1	1	5	-11	0	0	6	-2	20	-2	7
Cc1ccc(/C(O)=C2\C(=O)C(=O)N(C)C2c2ccc(Br)cc2)cc1 (stereo not drawn)	-1	4	3	-6	1	-3	0	-12	1	-13
CCN(Cc1ccccc1)C1CCN(Cc2ccc(SC)cc2)CC1	2	9	3	3	1	1	4	-6	-2	7
